# HCV NS3 hel inh: blocks Hepatitis C virus NS3 helicase unwinding. NS3 helicase DNA unwinding, Cy5 molecular beacon fluorescence. inhibition, % at 10.9 µM. 0.56% of 290,000 active. AID 1800;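 active means inhibition above the mean of all tested compounds plus 3 SD, set per campaign, cut at about 35% in these data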;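 further: 0% = DMSO wells and 100% = thioflavine S control wells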
#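 Test system: hepatitis C virus NS3 helicase domain fragment enzyme. Also added: annealed dual-labelled DNA beacon duplex, ATP-started. Timing: 60 min unwinding reaction at 25 °C after ATP addition. Technique: Cy5 fluorescence. Measure: % inhibition of unwinding.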
# MEKK2mut PB1 HTS: signal of MEK5 binding to mutant human MEKK2 PB1 domain; bead flow cytometry, Alexa488-MEK5 binding to MEKK2 mutant; percent response, % at 10 µM; 0.35% of 290,000 active; in the data active means percent response above about 24%, passing the limit was not always enough; further: inactives centre near 1; some results filed as inactive read as strong as hits; reference of the scale not given here
# GalR3 antag: antagonists of human GalR3; 0.44% of 360,000 active; HEK293 GalR3-CNG cAMP membrane potential fluorescence; galR3 body fused to GalR1 C-terminus; inhibition, % at 3 µM; O60755;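 active means inhibition above the screen-wide average plus 3 SD, cut at about 13% in these data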;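 further: forskolin and galanin both at EC90 stimulate the cells; cAMP rise reported by CNG channel membrane potential dye signal; 0% = forskolin plus galanin with DMSO and 100% = forskolin alone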
# CRFR2-BP antag: CRF-BP/CRF-R2 complex antagonism. HEK293 CRF-R2/CRF-BP, CRF-induced calcium fluorescence. inhibition, % at 11.8 µM. 0.59% of 350,000 active. AID 588475;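 active means inhibition of the ligand-induced calcium signal above about 50% at the single tested concentration, limit read from the data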
# SUMO HTRF inh: inhibitors of human SUMOylation (UBC9). P63279. 0.36% of 290,000 active. inhibition, % at 35 µM. AID 2006. HTRF SUMOylation assay, SAE1/SAE2 + UBC9, in vitro; in the data active means inhibition above about 50%, passing the limit was not always enough; further: strong numbers were not always called active
# Target sequence (P63279 whole entry, looked up): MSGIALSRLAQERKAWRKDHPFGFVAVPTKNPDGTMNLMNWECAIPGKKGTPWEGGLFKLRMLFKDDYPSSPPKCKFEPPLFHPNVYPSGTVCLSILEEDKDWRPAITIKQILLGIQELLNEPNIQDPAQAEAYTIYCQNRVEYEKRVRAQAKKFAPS
# DNA FID counter: displaces DNA intercalator in HCV helicase counter-screen. inhibition, % at 7.9 µM. DNA fluorescent intercalator displacement, fluorescence. 0.17% of 290,000 active; in the data active means inhibition above about 37%;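 further: 0% = vehicle and 100% = reference compound; higher means more ethidium bromide displaced from hairpin DNA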
# CRFR2-BP ag: agonists of human CRF-binding protein/CRF-R2 receptor complex | HEK293 CRF-R2/CRF-BP, calcium dye fluorescence (FLIPR); percent of saturating CRF peptide response | 0.46% of 350,000 active | activation, % at 13.2 µM;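 active means activation of at least 50%, plus an integration ratio under a set limit after plate pattern correction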;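 further: plate controls were neutral control wells without compound for no effect and CRF at EC100 for full effect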
# MEKK2wt PB1 HTS: raises or lowers MEK5 binding to wildtype human MEKK2 PB1 domain; 1.1% of 290,000 active; bead flow cytometry, Alexa488-MEK5 binding to MEKK2 WT; actives lie on both sides; Q9Y2U5; binding response (% of control), % at 10 µM; in the data active means binding response below about 67% or above about 130%
# MEKK3 PB1 HTS: modulators (inhibitors or enhancers) of MEK5 binding to human MEKK3 PB1 domain | binding response (% of control), % at 10 µM | AID 1529 | bead-based flow cytometry, Alexa488-MEK5 binding to MEKK3; actives lie on both sides; 0 = blocked by unlabeled MEK5, 100 = vehicle | 1.4% of 290,000 active | Q99759;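 active means binding response more than 3 SD above or below the average of its plate-row segment, actives on both sides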;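 further: Alexa488 bead fluorescence after subtracting the streptavidin-only scavenger bead signal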
# Target sequence (Q99759 whole entry, looked up, the tested form may be a part): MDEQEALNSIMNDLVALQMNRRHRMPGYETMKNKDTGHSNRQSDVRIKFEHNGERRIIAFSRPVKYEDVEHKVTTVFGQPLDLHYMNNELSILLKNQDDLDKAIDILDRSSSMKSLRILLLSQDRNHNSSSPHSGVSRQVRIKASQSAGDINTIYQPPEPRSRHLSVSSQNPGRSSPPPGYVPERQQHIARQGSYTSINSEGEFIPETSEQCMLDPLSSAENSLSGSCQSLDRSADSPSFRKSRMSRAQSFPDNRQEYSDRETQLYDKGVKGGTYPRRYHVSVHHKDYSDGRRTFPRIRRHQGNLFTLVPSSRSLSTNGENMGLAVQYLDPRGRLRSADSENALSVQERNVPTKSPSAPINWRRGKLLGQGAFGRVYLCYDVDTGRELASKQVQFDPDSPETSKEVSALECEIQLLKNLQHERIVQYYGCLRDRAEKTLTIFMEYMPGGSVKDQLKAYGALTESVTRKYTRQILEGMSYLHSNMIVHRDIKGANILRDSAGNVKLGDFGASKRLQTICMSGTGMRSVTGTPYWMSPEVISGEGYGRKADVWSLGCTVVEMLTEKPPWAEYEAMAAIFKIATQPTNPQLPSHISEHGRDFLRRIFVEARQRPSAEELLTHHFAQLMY
# Active calls of the source: *; . = not tested or not shown. Not all compounds are listed; count on the stated rates, not on these rows.
# Field names: A = HCV NS3 hel inh; B = MEKK2mut PB1 HTS; C = GalR3 antag; D = CRFR2-BP antag; E = SUMO HTRF inh; F = DNA FID counter; G = CRFR2-BP ag; H = MEKK2wt PB1 HTS; I = MEKK3 PB1 HTS
canonical_smiles: CC(=O)Nc1c(O)nc(SCC(=O)Nc2ccc(C(C)=O)cc2)[nH]c1=O
  A: 8.2; B: 1.0; C: -4.9; D: 14.7; E: 3.6; F: 1.8; G: -2.6; H: 101.0; I: 104.0
canonical_smiles: COc1ccc(NC(=O)c2[nH]ncc2[N+](=O)[O-])cc1
  A: -3.7; B: -3.0; C: -2.4; D: 18.7; E: 4.1; F: 0.5; G: -1.3; H: 99.0; I: 104.0
canonical_smiles: O=C(Nc1ccc2c(c1)OCCO2)c1ccc(CN2CCOCC2)cc1
  A: 5.6; B: 20.0; C: -1.0; D: 5.7; E: 7.9; F: -4.3; G: 0.6; H: 111.0; I: 114.0
canonical_smiles: COc1ccc(NC(=O)c2cc(Cl)ccc2Cl)c([N+](=O)[O-])c1
  A: -10.1; B: 1.0; C: -5.4; D: 7.0; E: -11.6; F: 4.9; G: -1.3; H: 102.0; I: 101.0
canonical_smiles: COC(=O)c1cccc(NS(=O)(=O)c2ccc(OC)c(C(=O)N3CCOCC3)c2)c1C
  A: 0.8; B: -6.0; C: -7.7; D: -4.7; E: -6.1; F: -25.0; G: -0.8; H: 99.0; I: 97.0
canonical_smiles: CCC(Sc1nc(-c2ccccc2)c(-c2ccccc2)[nH]1)C(=O)O (centres undefined)
  A: 2.9; B: 5.0; C: -8.6; D: -8.2; E: 5.4; F: -24.6; G: -0.3; H: 108.0; I: 108.0
canonical_smiles: CC1=NOC(=O)/C1=C/c1ccc(O)cc1
  A: 3.5; B: -6.0; C: 0.3; D: -3.4; E: 7.6; F: 5.1; G: -0.4; H: 87.0; I: 98.0
canonical_smiles: COc1ccc(-c2noc(N3CCCC(C(=O)Nc4cc(F)ccc4F)C3)n2)cc1 (centres undefined)
  A: -25.0; B: 1.0; C: .; D: -57.8; E: -20.1; F: -17.1; G: 12.3; H: 95.0; I: 98.0
canonical_smiles: CCNC(=O)/C(=C\c1ccccc1)NC(=O)/C=C/c1ccccc1
  A: 7.3; B: -2.0; C: -0.6; D: 21.1; E: -4.4; F: -3.9; G: -1.5; H: 89.0; I: 84.0
canonical_smiles: COc1ccc(OCC(=O)Nc2ccccc2C(=O)N2CCCC2)cc1
  A: 1.8; B: 2.0; C: -1.4; D: 1.4; E: 16.2; F: -6.9; G: -0.2; H: 102.0; I: 101.0
canonical_smiles: CCC(C)NC(=O)c1ccccc1NC(=O)c1ccc(CSc2ccccc2)cc1 (centres undefined)
  A: 2.0; B: 3.0; C: 1.8; D: -16.0; E: -8.8; F: -4.7; G: 5.5; H: 108.0; I: 101.0
canonical_smiles: Cc1ccccc1N1C(=O)[C@@H]2Cc3ccccc3CN2C1=O
  A: -2.7; B: 4.0; C: -2.8; D: 2.5; E: 13.3; F: -4.6; G: -0.1; H: 106.0; I: 111.0
canonical_smiles: O=C(NO)c1ccc(OC(F)F)cc1
  A: 4.2; B: .; C: 0.3; D: 3.7; E: -0.6; F: -0.8; G: -0.3; H: .; I: .
canonical_smiles: c1ccc(-c2nnc3ccc(N4CCC5(CC4)OCCO5)nn23)cc1
  A: -6.5; B: 5.0; C: -2.3; D: -3.8; E: -0.7; F: -27.5; G: -0.2; H: 108.0; I: 106.0
canonical_smiles: CCOC(=O)c1[nH]c2cc(OC)c(OC)cc2c1N
  A: -4.3; B: -1.0; C: -3.2; D: -3.7; E: 16.1; F: -1.2; G: 0.1; H: 100.0; I: 100.0
canonical_smiles: COc1ccccc1OC(=O)Cc1cccc2ccccc12
  A: -3.2; B: 10.0; C: .; D: -1.3; E: 9.5; F: -17.0; G: -0.1; H: 106.0; I: 105.0
canonical_smiles: COc1cccc(CNC(=O)C2CCN(S(=O)(=O)c3ccc4c(c3)CC(C)N4C(C)=O)CC2)c1 (centres undefined)
  A: -9.1; B: -1.0; C: 4.0; D: 7.2; E: 13.9; F: -44.7; G: -1.8; H: 97.0; I: 99.0
canonical_smiles: C/C(=N/NC(=O)c1ccncc1)c1ccc(NC(=O)c2ccc(Cl)cc2Cl)cc1
  A: 12.4; B: 2.0; C: -2.4; D: 9.0; E: 0.9; F: -29.6; G: 0.1; H: 100.0; I: 99.0
canonical_smiles: O=S(=O)(Nc1ccccc1)c1ccc(NS(=O)(=O)c2c(F)cccc2F)cc1
  A: -11.6; B: 1.0; C: -6.5; D: -0.5; E: 2.2; F: -1.0; G: -0.1; H: 102.0; I: 104.0
canonical_smiles: CC(C)C(NC(=O)c1ccc(S(=O)(=O)N2CCOCC2)cc1)c1nc2ccccc2[nH]1 (centres undefined)
  A: 6.5; B: -3.0; C: -5.3; D: -3.6; E: -13.2; F: -1.4; G: -0.3; H: 102.0; I: 99.0
canonical_smiles: CCC(CO)n1c(SCc2cc(=O)oc3cc(C)ccc23)nc2ccccc2c1=O (centres undefined)
  A: -2.6; B: -3.0; C: -3.8; D: -43.3; E: 16.4; F: -31.5; G: 4.2; H: 98.0; I: 101.0
canonical_smiles: COc1ccccc1CNC(=O)C1CCCN(c2cnccn2)C1 (centres undefined)
  A: -0.1; B: 0.0; C: 0.6; D: 4.4; E: .; F: -11.8; G: -1.3; H: 97.0; I: 97.0
canonical_smiles: Cc1cccc(C)c1NC(=O)c1cccc(N2C(=O)C3CCC(C)CC3C2=O)c1 (centres undefined)
  A: 26.5; B: 6.0; C: -2.4; D: 2.6; E: 7.4; F: -33.2; G: 0.9; H: 99.0; I: 96.0

# Results in MEKK2mut PB1 HTS, for some of the entries so far:
molecule,MEKK2mut PB1 HTS
CC(=O)Nc1c(O)nc(SCC(=O)Nc2ccc(C(C)=O)cc2)[nH]c1=O,1.0
COc1ccc(NC(=O)c2[nH]ncc2[N+](=O)[O-])cc1,-3.0
O=C(Nc1ccc2c(c1)OCCO2)c1ccc(CN2CCOCC2)cc1,20.0
COc1ccc(NC(=O)c2cc(Cl)ccc2Cl)c([N+](=O)[O-])c1,1.0

# Part of the list above in order of number of heavy atoms, falling.
# Field names: A = HCV NS3 hel inh; B = MEKK2mut PB1 HTS; C = GalR3 antag; D = CRFR2-BP antag; E = SUMO HTRF inh; F = DNA FID counter; G = CRFR2-BP ag; H = MEKK2wt PB1 HTS; I = MEKK3 PB1 HTS
canonical_smiles: CC(C)C(NC(=O)c1ccc(S(=O)(=O)N2CCOCC2)cc1)c1nc2ccccc2[nH]1 (centres undefined)
  A: 6.5; B: -3.0; C: -5.3; D: -3.6; E: -13.2; F: -1.4; G: -0.3; H: 102.0; I: 99.0
canonical_smiles: CC(=O)Nc1c(O)nc(SCC(=O)Nc2ccc(C(C)=O)cc2)[nH]c1=O
  A: 8.2; B: 1.0; C: -4.9; D: 14.7; E: 3.6; F: 1.8; G: -2.6; H: 101.0; I: 104.0
canonical_smiles: COc1ccccc1CNC(=O)C1CCCN(c2cnccn2)C1 (centres undefined)
  A: -0.1; B: 0.0; C: 0.6; D: 4.4; E: .; F: -11.8; G: -1.3; H: 97.0; I: 97.0
canonical_smiles: CC1=NOC(=O)/C1=C/c1ccc(O)cc1
  A: 3.5; B: -6.0; C: 0.3; D: -3.4; E: 7.6; F: 5.1; G: -0.4; H: 87.0; I: 98.0
